Jurkat NFkB inh = inhibitors of the PMA/ionomycin-induced NF-kB reporter in Jurkat cells | PMA/ionomycin-induced NF-kB luciferase reporter, luminescence | inhibition, % at 4 µM | 330,000 compounds, 0.53% hits | AID 435003; in the data active = inhibition above about 50%
CHOP UPR activ = apoptotic UPR (CHOP) activation; CHO-CHOP luciferase reporter, luminescence; percent of tunicamycin response over DMSO baseline; activation, % at 10 µM; 330,000 compounds, 0.34% hits; AID 449763;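 active = at 10 µM dose, activation of 40% or more, normalized to positive control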;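 note: 100% = tunicamycin at 10 µg/mL and 0% = DMSO alone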
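Test system: CHO CHOP reporter cells. Input: 500 CHO-CHOP cells per well. Medium: F12 with 10% FBS. Technique: luciferase luminescence. Measure: percent activation relative to tunicamycin control. Dosing: 10 µM compound, 0.5% DMSO. Timing: 16-18 h cell attachment, then 6 h compound exposure, 37 °C.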
CXCR6 block = CXCR6 (human) receptor inhibition. O00574. CHO-K1 PathHunter CXCR6 beta-arrestin, luminescence. inhibition, % at 20 µM. 360,000 compounds, 0.36% hits; in the data active = inhibition above about 34%, passing the limit was not always enough;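 note: antagonist mode with CXCL16 agonist at 10 nM final; 0% = 10 nM CXCL16 with DMSO and 100% = unstimulated wells without agonist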
Target sequence (O00574 whole entry, looked up): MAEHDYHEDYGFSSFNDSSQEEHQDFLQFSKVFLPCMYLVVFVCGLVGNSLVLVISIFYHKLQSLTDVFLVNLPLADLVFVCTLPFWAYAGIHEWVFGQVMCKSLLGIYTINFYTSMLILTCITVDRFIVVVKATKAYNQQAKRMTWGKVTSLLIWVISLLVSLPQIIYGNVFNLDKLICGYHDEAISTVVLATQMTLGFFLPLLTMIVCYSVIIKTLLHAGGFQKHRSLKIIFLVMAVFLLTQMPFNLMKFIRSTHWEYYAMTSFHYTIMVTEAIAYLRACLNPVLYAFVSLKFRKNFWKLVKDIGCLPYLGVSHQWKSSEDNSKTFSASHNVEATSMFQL
Gli-Sufu antag = antagonists of Gli-Sufu signaling. inhibition, % at 5 µM. AID 588413. 340,000 compounds, 0.74% hits. Sufu-KO-LIGHT fibroblasts, Gli luciferase reporter luminescence;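 active = inhibition above about 55%, limit read from the data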;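 note: 0% = DMSO-treated cells and 100% = wells with medium but no cells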
EBI2 antag = antagonists of human EBI2 receptor; P32249; 360,000 compounds, 0.81% hits; inhibition, % at 5 µM; EBI2 beta-arrestin recruitment, luminescence, 7a,25-OHC stimulated; in the data active = inhibition above about 38%;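 note: enzyme fragment complementation signal reports receptor beta-arrestin coupling in cells; 0% = agonist plus DMSO wells and 100% = wells without agonist; some results beyond the cut were filed as inactive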
Target sequence (P32249 whole entry, looked up, the tested form may be a part): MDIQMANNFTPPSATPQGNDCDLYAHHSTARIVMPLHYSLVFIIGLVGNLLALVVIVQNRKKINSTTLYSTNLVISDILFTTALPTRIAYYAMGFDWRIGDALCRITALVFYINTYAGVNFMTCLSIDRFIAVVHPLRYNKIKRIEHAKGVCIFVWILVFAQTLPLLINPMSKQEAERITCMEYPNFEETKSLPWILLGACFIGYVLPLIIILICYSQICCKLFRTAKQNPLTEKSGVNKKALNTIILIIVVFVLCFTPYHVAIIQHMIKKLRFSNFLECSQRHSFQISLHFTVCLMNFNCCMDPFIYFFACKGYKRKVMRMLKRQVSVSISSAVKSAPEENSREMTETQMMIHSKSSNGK
697 NFkB inh = lowers PMA/ionomycin-induced NF-kB signal in 697 B cells; 330,000 compounds, 0.33% hits; inhibition, % at 4 µM; 697 B-cell NF-kB luciferase reporter, 16 h; in the data active = inhibition above about 35%
CCR6 antagonist = antagonists of human CCR6 receptor; inhibition, % at 20 µM; CHO-K1 CCR6 PathHunter beta-arrestin, luminescence, CCL20-stimulated; 340,000 compounds, 0.49% hits;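 active = compounds whose inhibition of the agonist-driven luminescence signal at 20 µM reaches about 50%, limit read from the data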;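 note: cells stimulated with CCL20 at 14 nM final; plate controls were DMSO with CCL20 for no effect and DMSO without agonist for full effect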
Target sequence (P51684 whole entry, looked up): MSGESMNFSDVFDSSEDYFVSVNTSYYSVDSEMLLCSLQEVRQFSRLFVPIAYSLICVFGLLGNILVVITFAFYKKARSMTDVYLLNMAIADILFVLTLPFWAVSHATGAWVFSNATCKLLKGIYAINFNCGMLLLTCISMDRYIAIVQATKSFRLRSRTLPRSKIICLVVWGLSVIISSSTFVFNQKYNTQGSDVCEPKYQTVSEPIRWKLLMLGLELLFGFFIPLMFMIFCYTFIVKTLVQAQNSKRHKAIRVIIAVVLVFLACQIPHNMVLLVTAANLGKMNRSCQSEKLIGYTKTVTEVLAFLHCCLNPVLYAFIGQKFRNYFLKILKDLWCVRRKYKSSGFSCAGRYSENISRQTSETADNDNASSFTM
XBP1 UPR activ = adaptive UPR (XBP1) activation; CHO-XBP1 luciferase reporter, IRE1-XBP1 UPR activation, luminescence; percent of tunicamycin response, DMSO as zero; 330,000 compounds, 0.33% hits; activation, % at 20 µM;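 active = versus positive control, 20 µM dose yields 30% or more activation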;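 note: 100% = tunicamycin at 10 µg/mL and 0% = DMSO only wells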
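Test system: CHO-XBP1 luciferase reporter cells | Buffer or medium: Serum-containing F12 medium, 10% FBS | Schedule: 6 h compound exposure at 37 °C, 5% CO2 | Detection: Steady-Glo luciferase glow luminescence, 10 min after reagent addition | Read-out basis: Activation, % of tunicamycin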
Mdm2 MdmX PPI = inhibitors of human Mdm2/MdmX interaction | AID 485346 | SaOS-2 split-luciferase Mdm2/MdmX complementation, luminescence | inhibition, % at 8 µM | 330,000 compounds, 3% hits | O15151+Q00987;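 active = inhibition of at least 50% at 8 µM in the primary screen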
Active calls of the source: *; / = no result given.

Molecule,Jurkat NFkB inh,CHOP UPR activ,CXCR6 block,Gli-Sufu antag,EBI2 antag,697 NFkB inh,CCR6 antagonist,XBP1 UPR activ,Mdm2 MdmX PPI
COc1ccc(-c2noc(CN(C(=O)c3cccs3)C(C)C)n2)cc1,-20.5,-0.1,0.1,-2.9,1.3,7.6,12.3,-0.2,1.7
Cc1ccc2sc(NNC(=O)C3=COCCO3)nc2c1C,-4.1,2.8,-23.0,-9.0,-1.9,6.8,-20.5,-1.8,16.4
Cc1cc(=O)[nH]c(SCc2nnc(-c3ccccc3)o2)n1,-21.2,-1.6,-0.4,-14.6,-3.6,-23.4,2.0,-1.1,-4.3
Cc1cc(NC(=O)C(C)SCC(=O)N(C)Cc2ccccc2F)no1 (configuration not stated),-6.9,2.1,-1.0,4.7,1.4,7.4,6.2,-3.2,-4.4
COC(=O)c1c(NC(=O)C(=O)N2CCOCC2)sc2c1CCCC2,9.9,0.0,8.4,-38.1,-9.0,-0.3,-18.3,-0.8,30.2
Cc1ccc(C)c2[nH]c(=O)c(CCNC(=O)c3ccc(S(=O)(=O)N4CCCC4)cc3)cc12,-0.2,-0.1,8.5,14.4,-6.9,-28.6,10.2,0.6,17.9
N/C(=N\S(=O)(=O)c1cc(C(F)(F)F)cc(C(F)(F)F)c1)c1ccc(Cl)cc1,11.8,-2.2,-9.0,-8.4,-5.1,-0.4,14.9,-1.7,27.1
N#CSC(c1ccccc1)c1nc2ccccc2[nH]c1=O (configuration not stated),11.4,1.8,10.8,18.3,-9.3,-3.3,9.9,-3.5,6.9
CN(c1ccccc1)S(=O)(=O)c1ccc(Cl)c(C(=O)OCC(=O)NC2CCS(=O)(=O)C2)c1 (configuration not stated),0.1,-1.0,-0.1,-7.6,8.5,-3.6,-5.4,-4.9,-5.2
Cc1ccc(-c2cc(C(=O)N3CCC(C)CC3)c3ccccc3n2)cc1,-10.9,2.0,-2.2,-4.5,0.1,-16.1,17.8,-0.9,-1.6
O=C(NC1CCCN(CCc2ccccc2)C1)c1c[nH]c2ccccc12 (configuration not stated),7.4,1.0,1.5,5.0,-7.7,4.8,2.5,-1.6,15.1
O=C(O)c1cncc(C#Cc2ccccc2)c1,0.1,3.0,0.2,14.5,-2.2,-9.2,4.7,0.4,0.7
COc1ccc(Cn2c(=O)cc(C)[nH]c2=S)cc1,3.7,1.0,3.4,8.5,-19.2,16.9,5.5,2.9,-4.7
Cc1ccc([N+](=O)[O-])c(C(=O)N/N=C/c2cccs2)c1,-14.7,2.6,11.5,-8.8,2.5,3.8,15.7,2.3,6.7
Cc1cccc(NC(=O)COC(=O)CC2CCCC2)c1C,-12.2,4.8,4.7,7.2,-12.3,-12.2,1.1,-0.5,21.3

Three structures out of the list, sorted by count of non-hydrogen atoms, low to high:
Molecule,Jurkat NFkB inh,CHOP UPR activ,CXCR6 block,Gli-Sufu antag,EBI2 antag,697 NFkB inh,CCR6 antagonist,XBP1 UPR activ,Mdm2 MdmX PPI
Cc1ccc([N+](=O)[O-])c(C(=O)N/N=C/c2cccs2)c1,-14.7,2.6,11.5,-8.8,2.5,3.8,15.7,2.3,6.7
COC(=O)c1c(NC(=O)C(=O)N2CCOCC2)sc2c1CCCC2,9.9,0.0,8.4,-38.1,-9.0,-0.3,-18.3,-0.8,30.2
Cc1cc(NC(=O)C(C)SCC(=O)N(C)Cc2ccccc2F)no1 (configuration not stated),-6.9,2.1,-1.0,4.7,1.4,7.4,6.2,-3.2,-4.4

Continued:
Molecule,Jurkat NFkB inh,CHOP UPR activ,CXCR6 block,Gli-Sufu antag,EBI2 antag,697 NFkB inh,CCR6 antagonist,XBP1 UPR activ,Mdm2 MdmX PPI
CCn1c(SCc2nc3ccccc3[nH]2)nnc1-c1ccccc1OC,10.0,3.6,2.6,4.8,8.8,-12.1,26.0,0.1,0.5
CCN(CC)CCOC(=O)C1(C2CCCCC2)CCCCC1,-1.6,-0.7,-3.9,/,-2.5,-11.9,4.2,-2.2,-13.3
COc1ccc2c(c1)[nH]c1c(=O)n(CCC3=CCCCC3)cnc12,9.3,0.0,-1.3,25.7,3.2,8.5,-15.7,-1.9,19.0
CCN(CC)c1ccc(/C=N/NC(=O)c2cnccn2)c(O)c1,59.3*,1.6,5.9,22.1,-7.9,-44.7,12.7,11.3,72.8*
CCc1n[nH]c(=S)n1/N=C/c1cc(Br)c(OC)cc1OC,-2.7,-0.3,4.5,-9.7,-9.2,8.9,3.3,1.1,19.7
CCn1ncc(Cl)c1C(=O)NC(=S)Nc1c(C)cc(C)cc1[N+](=O)[O-],6.6,-0.7,18.5,-6.5,7.5,-35.8,30.5,-2.0,10.2
CC(OC(=O)Cc1cccc(C(F)(F)F)c1)C(=O)Nc1ccc(Cl)cn1 (configuration not stated),3.7,-2.3,3.7,-6.1,-8.8,17.6,19.8,-2.3,16.4
Cc1c(C(=O)Nc2cccc(Cl)c2)cn2c(nc3ccccc32)c1C#N,0.0,18.3,1.4,23.7,3.8,9.8,2.1,8.1,60.3*
Cc1ccc(C(=O)N2CCCCC2)cc1S(=O)(=O)N1CCCCCC1,5.2,0.6,3.1,-0.9,0.7,-7.2,13.8,-6.7,21.9
CCCCn1c(N)c(S(=O)(=O)c2ccc(C)cc2)c2nc3ccccc3nc21,10.4,-1.9,5.8,23.0,14.5,8.3,8.8,-0.1,11.0
CCOC(=O)c1c[nH]c2ccc([N+](=O)[O-])cc12,/,/,-5.8,-3.8,3.8,/,8.8,/,/
O=[N+]([O-])/C=C/c1cn(Cc2ccc(Cl)cc2)c2ccccc12,5.1,6.8,11.8,-7.2,-7.1,-2.1,30.3,0.6,26.2
Cc1ccc2cc(CN(CC(C)C)S(=O)(=O)c3ccccc3)c(=O)[nH]c2c1,-14.8,1.2,-4.4,-2.4,2.3,-37.7,21.4,-3.2,2.5
CCCc1cc(SCC(=O)Nc2c(C)n(C)n(-c3ccccc3)c2=O)n2c(nc3ccccc32)c1C#N,-0.4,23.5,/,1.6,/,-26.3,6.8,1.0,36.4
CC(=O)C(Sc1ccc2nnc(-c3cccnc3)n2n1)C(C)=O,12.9,3.3,-6.9,-1.9,0.5,2.5,2.4,0.7,-9.8

Among those listed so far, 3 contain a cyano group:
Molecule,Jurkat NFkB inh,CHOP UPR activ,CXCR6 block,Gli-Sufu antag,EBI2 antag,697 NFkB inh,CCR6 antagonist,XBP1 UPR activ,Mdm2 MdmX PPI
N#CSC(c1ccccc1)c1nc2ccccc2[nH]c1=O (configuration not stated),11.4,1.8,10.8,18.3,-9.3,-3.3,9.9,-3.5,6.9
Cc1c(C(=O)Nc2cccc(Cl)c2)cn2c(nc3ccccc32)c1C#N,0.0,18.3,1.4,23.7,3.8,9.8,2.1,8.1,60.3*
CCCc1cc(SCC(=O)Nc2c(C)n(C)n(-c3ccccc3)c2=O)n2c(nc3ccccc32)c1C#N,-0.4,23.5,/,1.6,/,-26.3,6.8,1.0,36.4

(continued)
Molecule,Jurkat NFkB inh,CHOP UPR activ,CXCR6 block,Gli-Sufu antag,EBI2 antag,697 NFkB inh,CCR6 antagonist,XBP1 UPR activ,Mdm2 MdmX PPI
O=C(CSc1cnc2ccccc2n1)c1ccc(F)cc1,-60.3,4.5,0.9,-92.8,13.4,-94.2,22.4,0.7,-108.8
CC(Oc1cccc(Br)c1)C(=O)N1CCCN(C)CC1 (configuration not stated),11.9,-0.4,-5.9,-25.2,-1.9,14.2,4.5,-6.7,17.8
CC(=NNC(=O)c1ccncc1)c1ccc(Cl)c(Cl)c1,/,/,-6.6,2.1,-1.4,/,0.0,/,/
O=Cc1cn(-c2ccccc2)nc1-c1ccccn1,-4.9,3.1,-2.1,-16.1,2.5,25.0,6.3,2.8,29.7
CCOc1ccc(S(=O)(=O)NCCC(=O)NC2=NCCS2)cc1,4.8,1.0,-6.9,-2.6,2.3,11.2,-10.1,0.7,25.2
CN1CCN(S(=O)(=O)c2ccccc2)C(c2ccccc2)C1 (configuration not stated),-4.1,1.1,1.0,0.2,-14.3,3.2,4.7,-1.1,2.9
Cc1nc(-c2ccccn2)sc1C(=O)Nc1ccc(Cl)c(Cl)c1,-32.0,3.7,-0.8,-43.6,6.1,-49.0,7.0,1.7,-48.4
O=C(Nc1c(C(=O)N2CCCC2)cnn1-c1ccccc1)c1cccc(F)c1,1.9,-0.4,1.9,4.2,4.0,23.6,10.4,1.1,-20.2
COC(=O)[C@H](Cc1ccccc1)NC(=O)NCCC1=CCCCC1,7.6,1.0,5.9,-2.6,10.0,15.3,12.3,-0.9,-8.3
CC1CCN(C2=NC(=O)/C(=C/c3ccc(O)cc3)S2)CC1,0.7,6.2,-7.7,-24.7,18.8,-0.1,7.6,-0.5,-7.4
O=C(CNC(=O)c1ccc2c(=O)n3c(nc2c1)CCC3)Nc1ccc(F)c(F)c1,-10.1,0.2,4.2,-12.3,-0.8,6.7,9.3,-2.0,2.0
Cc1occc1C(=O)N1CCN(c2ccccc2)CC1,-45.6,4.7,-6.2,0.1,-1.4,-97.5,-0.1,0.0,-32.4
O=S1(=O)N=C(N2CCc3ccccc3C2)c2ccccc21,-8.0,3.7,-0.3,-3.9,-3.4,7.2,5.4,5.0,-10.0
CC(C)CN(C(=O)c1ccc([N+](=O)[O-])s1)c1c(N)n(Cc2ccccc2)c(=O)[nH]c1=O,2.7,1.4,-6.8,4.3,-17.7,7.8,0.5,-2.1,16.3
Cc1cc(C)n(-c2nc3ccccc3nc2N2CCN(C(=O)c3ccc(F)cc3)CC2)n1,3.2,-0.4,3.4,-3.4,4.6,13.7,19.9,-0.4,10.7

Additional results follow.
Order of results – Jurkat NFkB inh | CHOP UPR activ | CXCR6 block | Gli-Sufu antag | EBI2 antag | 697 NFkB inh | CCR6 antagonist | XBP1 UPR activ | Mdm2 MdmX PPI
Cc1ccc(S(=O)(=O)NCC(NCc2ccc(F)cc2)c2ccccc2)cc1 (configuration not stated)
 : 12.3 | 1.2 | 2.6 | 7.8 | 6.8 | 4.3 | 14.3 | -3.4 | 28.3
O=c1c2ccccc2c(C=NC2CCS(=O)(=O)C2)c(O)n1-c1ccccc1 (configuration not stated)
 : -14.2 | 2.8 | 5.0 | 1.8 | -3.3 | 13.8 | 4.0 | 4.0 | 17.4
CC(C)(C)S(=O)(=O)c1cnc(N2CCCC2)nc1N
 : 2.4 | -0.6 | -4.0 | -1.9 | -4.3 | 9.8 | -7.0 | -0.9 | -2.8
CC(=O)N1CCN(S(=O)(=O)c2cccc(C(=O)NC3CC3)c2)CC1
 : -12.0 | -2.5 | -2.1 | -20.4 | -6.2 | 18.7 | 11.8 | -1.4 | 25.9
N#C/C(=N\Nc1ccc(S(=O)(=O)N2CCCCCC2)cc1)C(N)=S
 : 17.8 | -0.7 | 17.2 | -15.4 | 11.8 | -13.6 | 31.5 | 7.2 | 38.4
CN[C@@H](C)C(=O)NC[C@H]1O[C@@H](n2cnc3c(N)ncnc32)[C@H](O)[C@@H]1O
 : / | 3.2 | 4.0 | -2.3 | 0.3 | 28.6 | 17.0 | 1.3 | 13.5
CCOC(=O)c1cc(-c2ccc(C)o2)n[nH]1
 : 12.6 | 1.7 | 1.6 | -5.6 | -5.8 | 7.9 | -5.2 | 0.4 | -15.0
O=C(CC1C(=O)NCCN1Cc1ccc(F)cc1)NCCCn1cccn1 (configuration not stated)
 : -10.7 | -2.9 | 2.0 | 4.4 | -4.0 | -12.5 | 10.6 | -0.4 | 16.2
O=C(/C=C/c1cccc(Br)c1)OCC(=O)N1CCN(c2ccccc2)CC1
 : -8.5 | 1.0 | 3.7 | -9.7 | -3.1 | 14.4 | 19.6 | -2.7 | 25.3

Compound activity: PubChem, Sanford-Burnham Center for Chemical Genomics
